Screening data (PubChem BioAssay)
PAFAH1B2 FP inh: inhibitors of human PAFAH1B2; P68402; recombinant PAFAH1B2, FP-rhodamine activity probe, fluorescence polarization; inhibition, % at 3.39 µM; 340,000 tested, 1.2% active; AID 492953;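 active = inhibition above the mean of all tested compounds plus 3 SD, cut at about 24% in these data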;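 note: 0% = enzyme with DMSO and 100% = wells lacking PAFAH1B2; many of its hits are not listed in these tables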
Target sequence (P68402 whole entry, looked up): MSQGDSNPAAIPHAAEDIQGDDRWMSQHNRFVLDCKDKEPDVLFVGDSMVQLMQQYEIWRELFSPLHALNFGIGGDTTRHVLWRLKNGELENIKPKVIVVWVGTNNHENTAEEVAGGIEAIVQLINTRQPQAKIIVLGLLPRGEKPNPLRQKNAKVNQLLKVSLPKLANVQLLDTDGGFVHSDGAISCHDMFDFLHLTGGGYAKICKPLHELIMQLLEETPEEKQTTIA
LYPLA1 counter: LYPLA1 (human) inhibition in PME1 counter-screen; O75608; recombinant LYPLA1, FP-Rh probe fluorescence polarization; inhibition, % at 5.9 µM; 320,000 tested, 0.16% active; AID 2174;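 active = inhibition above the mean of all tested compounds plus 3 SD, set per campaign, cut at about 14% in these data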;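 note: inhibitors block serine hydrolase probe labeling of LYPLA1 so polarization falls; 0% = enzyme with DMSO and 100% = wells lacking LYPLA1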
PAD4 FP inh: inhibitors of human PAD4. recombinant PAD4, RCA probe fluorescence polarization. 330,000 tested, 0.41% active. AID 485272. inhibition, % at 6.36 µM. Q9UM07;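 active = percent inhibition above a cutoff equal to the mean of all tested compounds plus 3 SD, cut at about 15% in these data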;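 note: 0% = PAD4 with RCA probe and DMSO and 100% = probe without PAD4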
Target sequence (Q9UM07 whole entry, looked up): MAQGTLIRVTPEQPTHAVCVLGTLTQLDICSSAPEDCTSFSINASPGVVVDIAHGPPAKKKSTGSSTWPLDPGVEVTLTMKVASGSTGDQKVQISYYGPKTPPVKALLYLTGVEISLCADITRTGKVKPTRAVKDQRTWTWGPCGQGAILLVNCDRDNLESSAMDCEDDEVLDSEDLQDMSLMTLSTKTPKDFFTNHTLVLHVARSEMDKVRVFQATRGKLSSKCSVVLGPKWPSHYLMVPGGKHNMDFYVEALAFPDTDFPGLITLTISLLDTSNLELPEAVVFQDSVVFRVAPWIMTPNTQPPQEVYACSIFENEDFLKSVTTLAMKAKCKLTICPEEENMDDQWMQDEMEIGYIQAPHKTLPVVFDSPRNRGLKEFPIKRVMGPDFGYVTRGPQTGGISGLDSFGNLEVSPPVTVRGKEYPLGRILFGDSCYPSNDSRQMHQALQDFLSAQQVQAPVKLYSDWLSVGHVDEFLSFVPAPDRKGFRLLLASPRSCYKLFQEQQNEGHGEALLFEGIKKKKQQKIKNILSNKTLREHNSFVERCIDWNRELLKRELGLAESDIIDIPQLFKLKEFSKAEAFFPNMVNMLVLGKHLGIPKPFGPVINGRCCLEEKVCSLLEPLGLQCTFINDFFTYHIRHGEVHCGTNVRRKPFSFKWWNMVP
PME-1 primary: PME-1 (human) inhibition. 320,000 tested, 0.53% active. Q9Y570. AID 2130. inhibition, % at 5.9 µM. recombinant PME-1, FP-Rh probe fluorescence polarization;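 active = inhibition above the campaign mean of all compounds plus 3 SD, cut at about 26% in these data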;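 note: competitive labeling of PME-1 active site by serine hydrolase directed probe; 0% = PME-1 with DMSO and 100% = wells lacking PME-1 enzyme; inhibitors block probe labeling so polarization falls and inhibition rises; many of its hits are not listed in these tables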
PAFAH2 inh: PAFAH2 (human) inhibition; inhibition, % at 3.39 µM; recombinant PAFAH2, FP-rhodamine activity probe, fluorescence polarization; Q99487; 340,000 tested, 0.99% active;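 active = inhibition above the mean over all tested compounds plus 3 SD, cut at about 30% in these data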;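 note: inhibitors block probe labeling of enzyme so polarization drops; 0% = enzyme with DMSO and 100% = wells lacking PAFAH2 protein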
GSTO1 inh: counter-screen for RBBP9 inhibitors: inhibitors of human GSTO1. inhibition, % at 5.96 µM. 300,000 tested, 1.1% active. AID 1974. recombinant GSTO1, activity-based probe fluorescence polarization;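 active = inhibition above the campaign mean inhibition plus 3 SD, cut at about 35% in these data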;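 note: 0% = GSTO1-1 with DMSO and 100% = wells lacking GSTO1-1 enzyme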
pPAFAH FP inh: inhibitors of human plasma PAF acetylhydrolase (pPAFAH); Q13093; recombinant pPAFAH, FP-rhodamine probe fluorescence polarization; inhibition, % at 3.39 µM; 330,000 tested, 1.5% active; AID 463082;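 active = inhibition above the mean inhibition across the screen plus 3 SD, cut at about 25% in these data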;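 note: inhibitors block binding of the rhodamine activity-based probe so polarization drops; 0% = enzyme with DMSO and 100% = wells lacking pPAFAH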
PAFAH1B3 FP inh: inhibitors of human PAFAH1B3 | AID 492972 | 340,000 tested, 0.28% active | recombinant PAFAH1B3, FP-rhodamine probe, fluorescence polarization | inhibition, % at 3.39 µM | Q15102;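 active = inhibition above the screen-wide average of all tested compounds plus 3 SD, cut at about 25% in these data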;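 note: 0% = enzyme with DMSO only and 100% = wells lacking PAFAH1B3 protein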
Fam108B inh: Fam108B inhibition, counter-screen for RBBP9 inhibitors; recombinant Fam108B, FP-Rh probe fluorescence polarization; inhibition, % at 9.51 µM; 300,000 tested, 0.33% active;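 active = inhibition above the screen mean inhibition plus 3 SD, computed separately per campaign, cut at about 18% in these data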;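 note: inhibitors lower polarization as less probe binds the enzyme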
* = called active by the depositor; / = not tested or not shown. Some of the compounds tested, so the mix of outcomes need not match the whole.

cpd | mol | PAFAH1B2 FP inh | LYPLA1 counter | PAD4 FP inh | PME-1 primary | PAFAH2 inh | GSTO1 inh | pPAFAH FP inh | PAFAH1B3 FP inh | Fam108B inh
1 | Cc1ccc(O)c(N=NC2=C(O)CC(C)(C)CC2=O)c1 | 2 | -7 | 0 | 3 | -9 | -4 | 1 | 1 | -4
2 | Cc1cnc(NC(=O)CSc2ncc(-c3ccccc3)n2Cc2ccco2)s1 | 3 | -3 | -1 | -2 | -4 | -3 | 1 | -4 | -1
3 | Cc1ccc(C)c(Sc2ccc(NC(=O)CCN3C(=O)NC4(CCCC4)C3=O)cc2)c1 | 4 | -10 | -5 | -14 | 49* | / | 24 | -3 | /
4 | FC(F)Oc1ccccc1C1CC(c2ccc(Br)s2)Nc2ncnn21 (centres undefined) | 9 | -1 | -4 | 7 | 4 | -7 | 3 | 4 | -4
5 | CCCC(=O)N(Cc1cc(=O)[nH]c2ccccc12)c1ccccc1C | 0 | -3 | 15* | 0 | 5 | -3 | 3 | 9 | -2
6 | O=C(N[C@@H]1C/C=C\C[C@@H](CC(=O)N(CCO)Cc2ccccc2)C(=O)NCCOC1=O)OCC1c2ccccc2-c2ccccc21 | 2 | / | -3 | / | 10 | / | 1 | 0 | /
7 | Cc1ccc(Cn2c(=O)c3ccccc3n3c(CCC(=O)NCCN4CCOCC4)nnc23)cc1 | 3 | 2 | -3 | -2 | 2 | 5 | 0 | -5 | 2
8 | Cc1ccc(S(=O)(=O)NCC(=O)Nc2ccc(C(F)(F)F)cc2)cc1 | 12 | -4 | -5 | -4 | -3 | 1 | 1 | 4 | 0
9 | Cc1cc(C(=O)OCC(=O)Nc2ccc(F)c(F)c2F)c(C)o1 | 6 | -2 | -2 | -3 | 52* | 7 | 9 | 3 | 5
10 | O=C(Nc1ccc(Cl)cc1)Nc1nnc(CSCc2ccc(Cl)cc2)s1 | 5 | -5 | -1 | -2 | -4 | 2 | 4 | -10 | -9
11 | CC(C)(C)c1ccc(OCCn2nc(C(=O)O)c3ccccc3c2=O)cc1 | 5 | -6 | -2 | -7 | 2 | 4 | 7 | 3 | -4
12 | COc1cc(-c2nc3ccc(C)cn3c2NCc2ccccc2)ccc1SC1CCCCC1 | 1 | -2 | -6 | 2 | 14 | 3 | 10 | 6 | 8
13 | CCCC(C)NC(=O)CN(Cc1ccco1)S(=O)(=O)c1ccccc1 (centres undefined) | 9 | 1 | -8 | -1 | 5 | / | 5 | 2 | /
14 | COCCCNC(=S)Nc1ccccc1[N+](=O)[O-] | 6 | -2 | -2 | -3 | 4 | -7 | 4 | 1 | 0
15 | O=C(CN1CCC(C(=O)c2ccc3c(c2)OCCO3)CC1)NCc1ccccc1 | 6 | 3 | 0 | 12 | 10 | 1 | 3 | 8 | 2
16 | Cc1ccccc1Cn1cc(S(=O)(=O)CC(=O)Nc2nccs2)c2ccccc21 | -4 | -6 | 6 | -5 | -4 | -11 | 4 | -4 | -8
17 | O=C(CSc1ccc2nnc(-c3ccccn3)n2n1)Nc1ccc2c(c1)OCCO2 | 2 | -1 | 0 | -6 | -2 | 4 | -6 | -2 | 0
18 | COc1ccc(OC)c2c(N3CCN(C)CC3)cc(C(F)(F)F)nc12 | -4 | 0 | 1 | -4 | -4 | -3 | 2 | -1 | 0
19 | COc1ccc(S(=O)(=O)N2CCC(O)(c3ccc(Cl)cc3)CC2)cc1 | 9 | -3 | -2 | -1 | -6 | -3 | -10 | -4 | -2
20 | CC(C)(C)c1ccc(C(=O)NCC(=O)N/N=C/c2cccnc2)cc1 | 6 | -2 | -3 | 2 | -3 | -3 | 3 | 0 | 2
21 | CC1CC2c3cccc(C(=O)O)c3C(=O)N2c2ccc(Cl)cc21 (centres undefined) | 3 | -2 | 1 | -1 | 4 | 7 | 0 | 5 | -4
22 | Cc1noc(NS(=O)(=O)c2ccc(NC(=O)CS(=O)(=O)c3ccccc3)cc2)c1C | 3 | -2 | -3 | -1 | 10 | 15 | -3 | 11 | -2
23 | Cc1c(C(=O)O)oc2c1ccc1ccccc12 | 5 | -3 | -1 | -5 | 8 | 4 | 4 | 11 | 1
24 | CCOC(=O)c1sc2nc(Cc3ccc(Cl)cc3)[nH]c(=S)c2c1C | 1 | 1 | -3 | -4 | -3 | 0 | 4 | -5 | -6
25 | CCOC(=O)c1ccc(NC(=O)c2cc3c(s2)CCC3)cc1 | -1 | -4 | -6 | -20 | 2 | 6 | -6 | 0 | -7
26 | C/C(=N\NC(=O)c1cc([N+](=O)[O-])cc([N+](=O)[O-])c1)c1ccco1 | 5 | 3 | -3 | 4 | -1 | 10 | 3 | 9 | 1
27 | S=C1NC2=C(CCCC2)C2(CCCCC2)N1 | 19 | 2 | 6 | 4 | 5 | 6 | 2 | 10 | 0
28 | CCC1(CC)C(=O)C2=C3C1[C@H](C(=O)OC)C=C(C(=O)OC)C[C@H]3[C@H]1C(=O)N(CC(=O)OC)C(=O)[C@H]1[C@H]2C (some centres undefined) | -2 | -4 | 2 | 7 | 6 | 9 | 3 | 11 | 2
29 | CCCOC(=O)c1ccc(NC(=O)/C=C/c2cccs2)cc1 | -10 | -18 | -5 | -60 | -28 | -18 | 3 | -12 | -12
30 | CC(C)NC(=O)C1CCN(C2CCN(C(=O)c3cc4c(s3)CCCCC4)CC2)CC1 | 5 | 3 | 0 | -3 | 2 | 3 | 2 | 0 | -1
31 | CC1(C)CC2CC(C)(CN2C(=O)COC(=O)c2ccccc2C(F)(F)F)C1 (centres undefined) | 11 | -2 | 1 | 5 | 0 | / | 5 | 8 | /
32 | COc1cccc2[nH]c(=O)c(-c3ccccc3)cc12 | 2 | -2 | -4 | -3 | 1 | 0 | -2 | 9 | -1
33 | COc1ccc(N2C(=O)CSC23C(=O)N2c4c(cccc43)C(C)=CC2(C)C)cc1 (centres undefined) | 3 | -4 | 11 | 8 | 6 | -11 | 4 | -5 | 4
34 | COc1ccc(-c2cn(CCC(=O)O)c(-c3ccncc3)n2)cc1 | 8 | 2 | 1 | -2 | 7 | 7 | 4 | 1 | 8
35 | CCOC(=O)C1C(=O)CC(C)(O)C(C(=O)OCC)C1c1ccccc1 (centres undefined) | -3 | -4 | 2 | 0 | 1 | -3 | 3 | 6 | 2
36 | COc1ccc(C2=CC3=CC(=O)C(C)(O)C(=O)C3=CO2)cc1 (centres undefined) | / | 3 | 0 | 11 | / | 34 | 38* | / | 12
37 | CCNc1ccc(C(=O)OCC(=O)NCc2ccccc2Cl)cc1[N+](=O)[O-] | 0 | 1 | -3 | -3 | 47* | 4 | 0 | -7 | -6
38 | O=C(NC(=S)Nc1cc(C(F)(F)F)ccc1Cl)c1ccccc1 | 0 | 0 | -3 | -2 | -3 | 5 | 3 | -3 | 1
39 | Cc1ccc(S(=O)(=O)N2CCCCC2)cc1C(=O)OC1CCCCC1=O (centres undefined) | 7 | 3 | 4 | 9 | 1 | 0 | 4 | 1 | -1
40 | CCSCc1nnc(SCC(=O)c2ccc(OC)cc2)n1C | 0 | -1 | -1 | -2 | 4 | 8 | 1 | 4 | 1
41 | Cc1ccc(-n2ncc(C(=O)NC3CC3)c2C2CCN(C(=O)OC(C)(C)C)CC2)cc1 | 2 | 0 | 0 | 0 | 1 | 9 | 2 | -1 | 0
42 | CC(C)CC(=O)Nc1ccc2c(c1)nc(CCN1CCCCC1)n2C | -6 | 0 | 2 | 1 | 5 | 1 | -1 | -3 | -3
43 | COc1ccc(OC)c(C(=O)c2ccccc2)c1 | 5 | -4 | 1 | 2 | -1 | 0 | -1 | 3 | -4
44 | Cc1ccc(C(=O)N2CCN(c3ccc(NC(=O)Cc4ccccc4)cc3)CC2)cc1 | -1 | -2 | 2 | 8 | 7 | 4 | 6 | 0 | -3
45 | Cc1nc(NS(=O)(=O)c2ccccc2)sc1NC(=O)OC(C)C | 5 | -5 | -1 | 5 | 2 | -4 | 10 | 5 | -1
46 | CCc1ccc(C)c(OC(=O)c2cncc(Br)c2)c1 | 3 | -2 | 0 | 1 | -4 | 1 | 3 | 6 | 4
47 | COc1cc(OC)cc(-c2nnc(SCc3c(F)cccc3Cl)o2)c1 | 2 | -2 | -5 | -7 | -6 | 7 | 11 | -4 | -6
48 | Cc1cc(C(=O)Nc2ccc(Cl)cc2)c(C)n1-c1ccccc1 | / | -5 | 1 | -7 | / | 7 | 3 | / | -8
49 | Cc1c(C(=O)N(Cc2ccccc2)Cc2cccs2)cnn1-c1ccc(Cl)cc1 | / | 0 | 4 | 1 | / | -12 | 3 | / | -3
50 | CC(C)NCC(O)c1ccc2ccccc2c1 (centres undefined) | 9 | -2 | 1 | -4 | -7 | 4 | 1 | 1 | 0
51 | O=C(O)c1cccc(S(=O)(=O)NCC2CCCO2)c1 (centres undefined) | 0 | 0 | -4 | -1 | -3 | -3 | 1 | 4 | 1
52 | CCOC(=O)c1cc(NC(=O)CC(C)(C)CC(=O)O)ccc1N1CCCCC1 | 5 | 1 | 4 | 4 | -1 | 3 | 3 | -1 | 3
53 | CCOc1ccc(/C=N/NC(=O)c2nnn(-c3nonc3N)c2-c2ccc(OCC)cc2)cc1 | 0 | -5 | 3 | -5 | -5 | 6 | 3 | 3 | 2

In the list so far, these contain four or more nitrogen atoms:
cpd | mol | PAFAH1B2 FP inh | LYPLA1 counter | PAD4 FP inh | PME-1 primary | PAFAH2 inh | GSTO1 inh | pPAFAH FP inh | PAFAH1B3 FP inh | Fam108B inh
2 | Cc1cnc(NC(=O)CSc2ncc(-c3ccccc3)n2Cc2ccco2)s1 | 3 | -3 | -1 | -2 | -4 | -3 | 1 | -4 | -1
4 | FC(F)Oc1ccccc1C1CC(c2ccc(Br)s2)Nc2ncnn21 (centres undefined) | 9 | -1 | -4 | 7 | 4 | -7 | 3 | 4 | -4
7 | Cc1ccc(Cn2c(=O)c3ccccc3n3c(CCC(=O)NCCN4CCOCC4)nnc23)cc1 | 3 | 2 | -3 | -2 | 2 | 5 | 0 | -5 | 2
10 | O=C(Nc1ccc(Cl)cc1)Nc1nnc(CSCc2ccc(Cl)cc2)s1 | 5 | -5 | -1 | -2 | -4 | 2 | 4 | -10 | -9
17 | O=C(CSc1ccc2nnc(-c3ccccn3)n2n1)Nc1ccc2c(c1)OCCO2 | 2 | -1 | 0 | -6 | -2 | 4 | -6 | -2 | 0
20 | CC(C)(C)c1ccc(C(=O)NCC(=O)N/N=C/c2cccnc2)cc1 | 6 | -2 | -3 | 2 | -3 | -3 | 3 | 0 | 2
26 | C/C(=N\NC(=O)c1cc([N+](=O)[O-])cc([N+](=O)[O-])c1)c1ccco1 | 5 | 3 | -3 | 4 | -1 | 10 | 3 | 9 | 1
41 | Cc1ccc(-n2ncc(C(=O)NC3CC3)c2C2CCN(C(=O)OC(C)(C)C)CC2)cc1 | 2 | 0 | 0 | 0 | 1 | 9 | 2 | -1 | 0
42 | CC(C)CC(=O)Nc1ccc2c(c1)nc(CCN1CCCCC1)n2C | -6 | 0 | 2 | 1 | 5 | 1 | -1 | -3 | -3
53 | CCOc1ccc(/C=N/NC(=O)c2nnn(-c3nonc3N)c2-c2ccc(OCC)cc2)cc1 | 0 | -5 | 3 | -5 | -5 | 6 | 3 | 3 | 2
